Assay outcomes deposited in PubChem BioAssay by several laboratories.
FXN GAA850 act: increases GAA850 frataxin promoter reporter activity; HEK293 lucGAA850 FXN promoter luciferase reporter, 24 h; percent of 10 µM SAHA response; AID 540364; 360,000 tested, 0.56% active; activation, % at 6 µM;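 active = activation above the average of all compounds screened plus 3 SD, cutoff fixed separately per campaign, cut at about 7.5% in these data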;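 also: 0% = DMSO wells and 100% = 10 µM SAHA wells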
hgDAF12 agonist: agonists of H. glycines DAF-12 nuclear receptor | HEK293 GAL4-hgDAF12 UAS-luciferase reporter, agonist luminescence; normalized to butyrate control | 370,000 tested, 1.8% active | activation, % at 6.8 µM;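 active = activation above a cutoff set at the mean of all screened compounds plus 3 SD, cut at about 10% in these data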;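 also: 0% = DMSO wells and 100% = sodium butyrate wells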
ssDAF-12 act: S. stercoralis DAF-12 activation, primary screen; AID 652126; 370,000 tested, 1% active; HEK293 ssDAF-12/GRIP1 lit1-tk-luc reporter, luminescence; % of 3 µM dafachronic acid response; activation, % at 6.8 µM;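 active = activation above the mean over all tested compounds plus 3 SD, cut at about 0.9% in these data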;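 also: 0% = DMSO-only wells and 100% = 3 µM delta7-dafachronic acid wells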
DAX1 inh-1: DAX1 (NR0B1) inhibition, primary screen. inhibition, % at 6.8 µM. 370,000 tested, 1.1% active. HEK293T StAR-luciferase reporter, SF-1/DAX-1 repression relief. AID 652010;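 active = inhibition above the mean over all tested compounds plus 3 SD, cut at about 3.6% in these data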;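 also: 0% = DAX-1 cells with DMSO and 100% = cells lacking DAX-1 with DMSO; higher inhibition means more luminescence from relief of DAX-1 repression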
KLK7 zymogen act: activators of human kallikrein-7 zymogen | 370,000 tested, 0.9% active | AID 652039 | activation, % at 7 µM | purified proKLK7, EDANS-DABCYL substrate fluorescence; 100% is mature enzyme control, 0% vehicle;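 active = activation above the mean of all tested compounds plus 3 SD, computed per campaign excluding outliers beyond control limits, cut at about 13% in these data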
Target sequence (P49862 whole entry, looked up): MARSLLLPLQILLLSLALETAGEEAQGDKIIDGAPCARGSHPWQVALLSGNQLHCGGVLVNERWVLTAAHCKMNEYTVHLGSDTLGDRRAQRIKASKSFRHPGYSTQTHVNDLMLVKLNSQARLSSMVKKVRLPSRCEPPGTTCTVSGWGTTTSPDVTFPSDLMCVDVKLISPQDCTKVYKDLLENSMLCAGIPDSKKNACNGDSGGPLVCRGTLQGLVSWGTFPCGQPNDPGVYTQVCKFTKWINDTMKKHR
NPR2 activator: GC-B (human) receptor activation; HEK293-GC-B cells, CNP EC30, cGMP TR-FRET; 0% at EC30 CNP, 100% saturating CNP; activation, % at 10 µM; 370,000 tested, 0.11% active;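 active = activation at 10 µM reaching about 35% in either raw or pattern-adjusted values, limit read from the data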
SMARCA2 activ: SMARCA2 function activation, primary screen; MG213 cells, MMTV-luciferase reporter, dexamethasone, overnight; activation, % at 9.1 µM; 370,000 tested, 1% active; in the data active = activation above about 7.8%;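 also: 0% = vehicle wells and 100% = reference activator wells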
hcDAF-12 act: H. contortus DAF-12 activation, primary screen; HEK293 hcDAF-12 lit1-tk-luc reporter, luminescence; 0% DMSO, 100% Δ7-dafachronic acid; activation, % at 6.8 µM; 370,000 tested, 1.4% active;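 active = activation above the mean of all tested compounds plus 3 SD, cut at about 5.5% in these data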;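 also: 100% = response to 3 µM Δ7-dafachronic acid high control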
DAX1 inh-2: inhibits human nuclear receptor DAX1. P51843. HEK293 Gal4-DAX1 luciferase reporter, luminescence. inhibition, % at 6.75 µM. 340,000 tested, 0.99% active. AID 504766;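 active = inhibition above the mean over all tested compounds plus 3 SD, cut at about 4.2% in these data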;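 also: 0% = DAX1-transfected cells with DMSO and 100% = empty-vector control cells with DMSO; inhibition shows as a rise in luminescence from relieved DAX1 repression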
Target sequence (P51843 207-470 limits assumed): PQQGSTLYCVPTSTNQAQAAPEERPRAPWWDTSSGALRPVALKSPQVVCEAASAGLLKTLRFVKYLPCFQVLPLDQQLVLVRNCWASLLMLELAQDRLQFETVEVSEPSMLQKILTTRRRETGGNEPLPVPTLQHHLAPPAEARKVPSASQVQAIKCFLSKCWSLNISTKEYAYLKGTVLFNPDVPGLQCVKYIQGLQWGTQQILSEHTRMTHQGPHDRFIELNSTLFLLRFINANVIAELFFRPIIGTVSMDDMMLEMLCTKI
NPR1 activator: GC-A (human) enzyme activation | P16066 | HEK293 GC-A cells, cGMP TR-FRET, EC30 ANP; 0% at EC30 ANP, 100% saturating ANP | activation, % at 10 µM | 370,000 tested, 0.14% active; in the data active = activation above about 40%
HGIII-sPLA2 inh: Blocks human group III sPLA2 activity; Q9NZ20; QFRET BODIPY PC-A2 liposome hydrolysis, fluorescence; inhibition, % at 12.2 µM; 370,000 tested, 0.56% active; AID 743126;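 active = inhibition above mean plus 3 SD of compounds lying within the high and low control bounds, cut at about 19% in these data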;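 also: 0% = median of test compound wells and 100% = no enzyme DMSO wells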
Target sequence (Q9NZ20 whole entry, looked up): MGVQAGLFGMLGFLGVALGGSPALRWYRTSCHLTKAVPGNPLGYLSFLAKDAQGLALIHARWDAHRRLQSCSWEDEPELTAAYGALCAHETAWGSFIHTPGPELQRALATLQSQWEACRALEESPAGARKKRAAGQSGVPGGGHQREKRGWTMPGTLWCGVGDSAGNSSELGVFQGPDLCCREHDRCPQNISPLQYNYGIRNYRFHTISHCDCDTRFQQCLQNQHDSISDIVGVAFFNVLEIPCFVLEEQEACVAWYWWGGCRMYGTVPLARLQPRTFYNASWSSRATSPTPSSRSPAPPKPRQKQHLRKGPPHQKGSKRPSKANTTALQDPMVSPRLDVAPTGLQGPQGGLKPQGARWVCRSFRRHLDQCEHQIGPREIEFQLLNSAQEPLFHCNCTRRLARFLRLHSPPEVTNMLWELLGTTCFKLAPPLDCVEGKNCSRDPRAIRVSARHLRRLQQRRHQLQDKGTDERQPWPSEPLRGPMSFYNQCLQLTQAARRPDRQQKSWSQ
Starred values were filed as active, the others as inactive; x = no result given.

Structure	FXN GAA850 act	hgDAF12 agonist	ssDAF-12 act	DAX1 inh-1	KLK7 zymogen act	NPR2 activator	SMARCA2 activ	hcDAF-12 act	DAX1 inh-2	NPR1 activator	HGIII-sPLA2 inh
Cc1nn(Cc2c(F)c(F)c(F)c(F)c2F)c(C)c1NC(=O)c1nn(C)c(C)c1Br	-0.6	-2.3	-0.7	-1.0	0.1	2	-1	-3.1	-0.6	0	8
COc1cc(C(=O)NC2CCN(C)CC2)ccc1Nc1ncc2c(n1)N(CCc1ccccc1)CCC(=O)N2C	-5.6	-6.0	-0.2	-1.1	0.2	7	1	1.3	1.2	7	-8
CC(=O)c1cccc(N(CC(=O)Nc2ccccc2C(=O)N2CCCC2)S(C)(=O)=O)c1	0.0	2.4	-0.7	-0.4	0.6	1	-2	-2.4	0.7	3	5
COc1ccccc1/C=N/NC(=O)CC(=O)NC1CCCCC1	-1.9	-0.4	-0.9	-0.3	-0.2	5	0	-1.0	3.0	-5	-7
CC(NC(=O)c1ccc(CS(C)(=O)=O)cc1)c1ccc(-n2ccnc2)cc1 (stereo not given)	0.4	2.1	-0.6	-0.9	-0.8	2	1	-0.9	0.6	1	-5
COc1ccc(-n2cc(-c3ccccc3)c3c(NN4CCOCC4)ncnc32)cc1	1.3	-4.5	-1.5	-2.5	0.2	-7	-5	-1.8	-1.4	-4	-14
COc1cccc(C(c2c(N)n(C)c(=O)n(C)c2=O)C(C)[N+](=O)[O-])c1 (stereo not given)	-1.6	0.3	-1.2	0.4	0.2	2	-5	-0.8	3.4	0	6
OC(c1ccccc1)(c1ccccc1)C1CCN(C(=S)NC2CCCC2)CC1	3.2	2.9	-1.7	-0.1	0.4	-5	0	-0.4	0.3	-2	-4
Cc1ccc(C23CC4CC(CC(C(N)=O)(C4)C2)C3)cc1	1.7	0.4	-1.2	-0.2	0.2	2	0	-0.8	0.3	4	4
Nc1ccc2c(c1)C(=NO)c1cc([N+](=O)[O-])ccc1-2	13*	-2.6	-1.9	-0.8	-0.5	-6	-6	-1.6	-2.1	3	-15
CCCCS(=O)(=O)Nc1ccc(N2CCOCC2)c(S(=O)(=O)N2CCOCC2)c1	1.0	-1.3	-1.1	0.1	-0.3	7	-1	0.3	2.8	2	-2
O=C(NCCCN1CCCC1=O)C1CCN(S(=O)(=O)c2ccc(F)cc2)CC1	1.2	-0.4	-1.2	1.5	0.0	-4	5	0.5	0.0	-2	-1
NCCn1c(-c2ccccc2)cc(C(=O)O)c1-c1ccccc1F	-0.1	0.1	-0.5	-0.3	0.7	3	-1	-1.1	-0.2	1	0
CC(Sc1nnnn1C)C(=O)NC1CCCc2ccccc21 (stereo not given)	0.1	-1.5	-1.3	0.8	-0.4	-4	0	-0.1	0.4	1	2
COc1ccc(CC(=O)Nc2cc(C)ccc2O)cc1OC	1.5	-1.3	-1.2	0.3	-0.3	-1	-3	-2.1	-1.7	4	-4
O=C(COC(=O)c1ccc(Br)o1)Nc1cccc(S(=O)(=O)N2CCCCCC2)c1	-1.0	0.0	-1.7	0.6	0.5	-6	-3	-1.7	-0.7	0	-40
Cc1cc(OCc2nc(N)nc(N)c2-c2ccc(Cl)c(Cl)c2)ccc1[N+](=O)[O-]	-5.2	-15	-1.7	-5.1	0.3	-13	-6	-4.1	-5.1	-19	-12
CCOC(=O)c1c(C)oc2cc(Br)c(OC(C)C(=O)OCC)cc12 (stereo not given)	-2.0	-1.3	-0.8	-0.3	0.0	-9	0	-0.8	-1.1	-5	6
Cn1c(SCC(=O)N2CCN(c3cccc(Cl)c3)CC2)nnc1-c1ccncc1	0.1	-1.5	-1.8	0.3	-0.5	-4	-2	-1.6	-1.1	-1	1
COc1ccc(S(=O)(=O)NC(=O)C2(C)CCN2C(=O)C2CCCCC2)cc1OC (stereo not given)	0.2	1.7	-1.4	0.5	-0.5	1	-1	-0.4	x	3	11
Cc1[nH]nc2c1C(C1CC=CCC1)C(C#N)=C(N)O2 (stereo not given)	-1.9	-0.7	-0.8	-1.1	-0.2	1	0	0.1	0.9	1	-5
COc1ccc(OC)c(CN2CCN(C(=O)c3ccc(C)c(S(=O)(=O)Nc4ccccc4OC)c3)CC2)c1	-0.2	0.7	-1.0	0.4	0.8	5	-2	0.7	0.5	0	-6
COc1ccccc1C1CC(=O)Oc2cc(OC)c(OC)c(OC)c21 (stereo not given)	0.5	0.5	-0.6	0.6	0.2	-8	-5	-0.8	1.8	-2	6
COc1ccc(C(C)=O)c(Oc2nc(CN3CCOCC3)nc3scc(-c4cccs4)c23)c1	-0.5	0.0	-0.7	0.9	0.5	-9	0	-1.9	0.8	-7	-2
Cc1ccc2nc(N3CCN(c4ccccc4F)CC3)c(C=O)c(=O)n2c1	0.0	-0.5	-1.4	0.3	1.3	2	-3	-2.1	-0.2	0	2
O=C(NCc1ccccc1)OCCN1C(=O)CCC12CCC(c1ccc(Cl)cc1)CC2 (stereo not given)	x	3.0	-1.9	-1.2	0.4	-14	-3	-1.3	x	-20	-13
COC(=O)CSc1nc(-c2ccccc2)nc2ccccc12	1.1	-1.4	-1.6	-0.3	-0.4	3	0	-0.8	-0.1	2	-8
CCc1ccc(-c2cn3nc(C)c(C)nc3n2)cc1	-5.8	-7.8	-2.5	-2.0	49*	0	-6	-0.7	-2.5	5	-3
O=C(c1ccoc1)N1CCC2(CC1)Oc1ccc(F)cc1C(=O)C21CC(c2ccccc2)=NO1 (stereo not given)	-11	-1.5	-1.5	0.0	1.2	4	-1	-0.4	0.0	-7	1
O=C(O)CC(c1cccc2ccccc12)n1cccc1 (stereo not given)	0.9	-3.0	-1.3	0.1	-0.5	2	-1	0.2	0.1	-2	-6
COc1ccccc1NC(=S)NC(=O)C1CC1	0.7	-1.8	-0.9	-0.3	-0.1	-1	4	0.9	-0.6	0	6
COc1ccccc1NC(=S)N1CCN(C/C=C/c2ccccc2)CC1	0.1	-3.6	-1.4	-0.5	0.9	8	-1	2.1	-0.9	5	7
CCOc1ccc(-n2c(SCC(=O)N3CCc4ccccc43)nnc2-c2c[nH]c3ccccc23)cc1	0.5	-1.0	-1.1	0.9	0.5	-5	-1	2.2	1.3	1	-8
CCCN1Cc2cccc(C(=O)Nc3ccc(-c4nc5ccccc5[nH]4)cc3)c2C1=O	-0.1	0.9	-1.5	-0.5	-25	8	3	-2.4	-0.9	5	1
CCc1ccc(NC(=O)CSCc2nc(N)nc(Nc3ccccc3CC)n2)cc1	4.9	-0.8	-1.7	-0.4	-0.2	-15	4	-0.5	-0.9	-23	-3
COc1ccc(S(=O)(=O)N2C3CCC2CC(NC(=O)NC2CCCCC2)C3)cc1 (stereo not given)	1.3	-1.4	-1.3	-0.2	0.3	-2	-1	-1.3	-0.3	1	1
Cc1c(NC(=O)C(C)Oc2ccc(Br)cc2)c(=O)n(-c2ccccc2)n1C (stereo not given)	-3.2	-1.7	-1.3	-1.3	-0.3	1	-1	-1.3	0.3	0	13
Cc1ccc2c(c1)[nH]c1c(=O)n(CCN3CCNCC3)cnc12	-0.7	-0.8	0.5	0.0	0.2	5	0	1.9	2.0	5	8
COC(Cn1cc(C)c(=O)[nH]c1=O)OC	1.3	-1.4	-2.5	-0.6	0.1	-4	6	-0.6	-0.1	2	1
CCn1c(CSCc2ccc(Cl)cc2)nnc1SCC(=O)Nc1cccc(C(=O)O)c1	0.8	0.4	-1.4	0.2	0.4	3	-3	-1.0	1.1	2	-9
O=C(Nc1cccc(NC(=O)c2cncc(Br)c2)c1)c1cncc(Br)c1	-2.3	-1.9	-1.3	-0.8	-0.1	4	-2	-1.7	-0.8	1	2
O=C(C1CCCN(Cc2ccccc2Br)C1)N1CCCCC1 (stereo not given)	1.9	-2.5	-1.5	-0.6	0.1	-11	2	-1.7	-0.8	-4	1
CC1=C(C)CC(C(=O)N2CCN(C/C=C/c3ccccc3)CC2)C(C(=O)O)C1 (stereo not given)	1.3	-0.7	-1.2	0.5	-0.1	0	-2	-0.3	-0.2	2	8
O=C(Nc1ccc(Br)cc1Cl)N1CCOCC1	1.2	0.1	-0.9	-0.1	0.2	6	1	1.9	-0.4	2	2
O=S(=O)(Cc1ccccc1)N1CCCC(c2nc(-c3ccc(F)cc3)no2)C1 (stereo not given)	-0.2	-1.3	0.0	-0.5	0.8	-7	-3	-0.7	-0.2	-2	-1
O=C1c2ccccc2NC(c2ccco2)N1O (stereo not given)	-1.1	0.2	-0.9	0.1	0.3	-6	-2	0.4	4.4*	-1	-6
CC12CCC3c4ccc(O)cc4CCC3C1CCC2=O (stereo not given)	2.0	-1.4	-1.4	0.3	0.0	0	-4	-1.7	0.6	-8	-15
CCOC(=O)C1CCCCN1Cc1ccc(OC)c(OC)c1 (stereo not given)	1.8	1.1	-0.6	0.5	6.7	-4	-1	-0.8	1.0	-4	1
CC1(C(=O)NCCC(F)(F)F)Cc2c(-c3cccc(C(N)=O)c3)ccnc2O1 (stereo not given)	-2.7	3.8	-1.0	-0.9	-0.8	-4	1	-1.0	x	3	0
CC(=O)N1CCN(S(=O)(=O)c2cccc(C(=O)OCC(=O)Nc3c(Cl)cccc3C(F)(F)F)c2)CC1	-1.2	-2.8	-0.9	-1.5	0.1	1	-1	-1.2	2.1	0	8
Cc1ccc(OCCN2C(=O)C(=O)c3cc(C)ccc32)cc1	2.0	-1.2	-1.1	-0.2	0.1	2	-2	-0.1	-0.2	-9	12
CCOC(=O)C1=C(C)N(C)C(C)=C(C(=O)OCC)C1c1ccc(C(=O)OC)cc1	2.5	-4.5	-1.5	-0.2	-0.6	-13	0	-1.2	1.1	-11	0
CC1(C)Cc2c(sc(NC(=O)C(=O)NCCCN3CCOCC3)c2C(N)=O)CO1	-0.7	-0.6	-1.3	0.0	0.8	4	-3	-2.0	0.3	1	6
CCOC(=O)CCNC(=O)N1CCCC(N(C)CCc2ccc(OC)c(OC)c2)C1 (stereo not given)	-1.8	1.5	-0.2	0.5	-0.3	0	2	-0.3	0.1	-1	-2
O=C(N/N=C/c1ccc2c(c1)OCO2)C(=O)Nc1ccc2ccccc2c1	x	2.0	-0.4	0.3	0.6	2	-1	0.5	x	0	3
Cc1ccc(CNS(=O)(=O)c2ccc(Cl)s2)cc1	-1.5	1.8	-1.2	0.2	-0.2	-1	-5	-2.1	0.3	-2	-14
Cc1cccc(NC(=O)COC(=O)c2ccc([N+](=O)[O-])o2)c1C	0.7	-1.3	-1.3	-0.4	-0.8	-1	-4	-0.6	0.3	1	4
